Screens from PubChem.
Vif-A3G inh = blocks the Vif interaction with human APOBEC3G. Potency, µM (titrated, usually from 46.1 µM), for the others: at the top dose activity, negative = active, hits mostly inhibitors. 410,000 tested, 0.076% active. HeLa A3G-eYFP + Vif (tagged APOBEC3G with the HIV-1 protein that degrades it), YFP fluorescence, overnight. AID 602310;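 note: % is set by controls: 0 for no effect and ±100 for the full control effect; nearly all actives have a fitted effect of over 60% in size; hits raise eYFP signal because A3G escapes Vif-driven loss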
Target sequence (Q9HC16 whole entry, looked up): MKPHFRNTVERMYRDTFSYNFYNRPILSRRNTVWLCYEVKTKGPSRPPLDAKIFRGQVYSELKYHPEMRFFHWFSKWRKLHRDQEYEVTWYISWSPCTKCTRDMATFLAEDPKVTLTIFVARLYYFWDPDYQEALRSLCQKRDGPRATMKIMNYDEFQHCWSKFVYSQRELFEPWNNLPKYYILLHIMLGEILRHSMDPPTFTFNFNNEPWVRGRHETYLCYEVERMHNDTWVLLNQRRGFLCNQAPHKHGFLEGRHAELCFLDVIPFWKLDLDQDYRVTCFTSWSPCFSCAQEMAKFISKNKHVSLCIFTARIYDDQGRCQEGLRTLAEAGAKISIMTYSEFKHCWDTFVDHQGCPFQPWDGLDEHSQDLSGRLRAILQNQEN
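HeLa cells stably expressing Vif and C-terminally eYFP-tagged A3G, seeded overnight at 37 deg C, then exposed to compound by pintool overnight at 37 deg C. Rise in yellow fluorescence (Ex 488/Em 500-530, Acumen) marks blocked Vif-driven A3G degradation.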
Glioma ERSR ind = ER stress response induction in glioma; Potency, µM, for inactives: at the highest dose activation, actives largely listed as activators; U87-MG GRP78 promoter luciferase reporter, 16 h; 420,000 tested, 0.02% active; note: series mostly up to about 76 µM; % of control where 0% means no effect; nearly all actives have a fitted effect of over 35% in size
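Stably transfected U87-MG human glioma cells carrying a GRP78-based luminescent sensor were seeded at 1000 cells/well, pin-dosed with compounds and incubated 16 h. Luciferase reagent was then added, and end-point luminescence was read after 10 min at room temperature.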
An asterisk follows results filed as active; ? = inconclusive; / = not tested or not shown; & = joins results of further samples. Calls come from the whole dose curve; as a rule, active = well fitted curve in the direction sought with a large enough effect; inconclusive = small, poorly fitted or top-dose-only effect, or another doubt; inactive = no such curve, though single readings can be large; an effect the other way counts as inactive or inconclusive. Potency is the fitted concentration of half-maximal effect. A portion of the library (hit frequency here may not be typical).

SMILES	Vif-A3G inh	Glioma ERSR ind
CCCCCCCCCCCCCCCCOC[C@@H](COP(=O)([O-])OCC[N+](C)(C)C)OC(C)=O	/	1%
CC[C@]1(C2=NCCN2)Cc2ccccc2O1	/	-5%
CC[C@H](Oc1ccc(Cl)cc1)C(=O)OC1C[C@H]2CC[C@@H](C1)N2C (stereo partly specified)	/	-4%
CCCN1CCC[C@@H]2Cc3cn[nH]c3C[C@H]21	/	-5%
CCC[C@@H]1CC2=CC(=O)CC[C@]2(C)[C@@H]2CC[C@@]3(C)[C@H](CC[C@]3(O)CCC(=O)O)[C@H]12	/	-2%
CC(=O)Oc1c2c(c(CC=C(C)C)c3c1C(=O)C1=CC4CC5C(C)(C)OC(C/C=C(\C)C(=O)O)(C4=O)[C@]15O3)OC(C)(CCC=C(C)C)C=C2 (stereo partly specified)	/	-11%
c1ccc(N2CC[C@@]3(CCCNC3)C2)cc1	/	-2%
CCN(CC)CCCCN1c2ccccc2Oc2ccc(Cl)cc21	/	-7%
CC(C)(C#N)O[C@H]1OC(CO)C(O)C(O)C1O (stereo partly specified)	/	-4%
O=C1NC(=O)c2c1c1c3ccccc3n3c1c1c2c2ccccc2n1C1CCC3O1	/	-3%
O=C(Oc1ccccc1)N1CCC2(CCN(Cc3nccs3)CC2)CC1	/	-2%
NC(=NCCc1ccc(I)cc1)SCCCc1cnc[nH]1	/	-5%&-6%
CC1CC[C@@]2(OC1)O[C@@H]1[C@@H](O)[C@H]3C4CC[C@H]5C[C@@H](O[C@@H]6O[C@H](CO)[C@H](O[C@@H]7O[C@H](CO)[C@@H](O)[C@H](O[C@@H]8OC[C@@H](O)[C@H](O)[C@H]8O)[C@H]7O[C@@H]7O[C@H](CO)[C@@H](O)[C@H](O[C@@H]8O[C@H](CO)[C@@H](O)[C@H](O)[C@H]8O)[C@H]7O)[C@H](O)[C@H]6O)[C@H](O)C[C@]5(C)C4CC[C@]3(C)[C@H]1[C@@H]2C (stereo partly specified)	/	-12%
CC(C)(C)[C@]1(O)C[C@@H]2OC(=O)CC23C(=O)O[C@@H]2OC(=O)[C@H](O)C231 (stereo partly specified)	/	0%
CC(C)CCNC(=O)CNC(=O)[C@@H](C)NC(=O)[C@@H](N)Cc1ccc(O)cc1	/	-2%
CC(C)C1C(=O)N2CCCC2[C@]2(O)O[C@@](NC(=O)[C@@H]3C=C4c5cccc6[nH]cc(c56)C[C@H]4N(C)C3)(C(C)C)C(=O)N12 (stereo partly specified)	/	-4%
CC(C)C[C@H](NC(=O)[C@H](Cc1ccccc1)NC(=O)CNC(=O)[C@H](CO)NC(=O)[C@@H](N)Cc1ccc(O)cc1)C(=O)N[C@H](C(=O)O)[C@H](C)O	/	-3%
C[C@]12CCC(=O)C=C1CC[C@H]1C2CC[C@@]2(C)[C@@H]1CC[C@]2(C)O (stereo partly specified)	/	-3%
CN1[C@H]2CC(=O)C[C@@H]1[C@@H](O)C2	/	-1%
CNC(=O)OCC[N+](C)(C)C	/	-3%
C[N+]1([O-])[C@H]2CC[C@H]1CC(OC(=O)[C@@H](CO)c1ccccc1)C2 (stereo partly specified)	/	-3%
CN1CCc2cc3c(cc2C1C1OC(=O)c2c1ccc1c2OCO1)OCO3 (stereo unspecified)	/	-3%&0%
C[C@]12CC[C@H]3[C@@H](CC[C@@]45O[C@@H]4C(=O)C(C#N)C[C@]35C)[C@@H]1CC[C@@H]2O (stereo partly specified)	/	-2%
Cc1cc([C@@H]2CCCN2C)on1	/	-3%&-4%
Cc1cccc([C@H](C)c2cnc[nH]2)c1C	/	-5%
CC(C)(O)[C@@H]1[C@H]2OC(=O)[C@@H]1[C@]1(O)C[C@H]3O[C@]34C(=O)O[C@H]2[C@@]14C (tested in a mixture with another compound)	/	-1%
C[C@@H]1O[C@H](C[N+](C)(C)C)CS1	/	-3%
CN(C)C(=O)Nc1ccc(-n2nc(C(C)(C)C)oc2=O)c(Cl)c1	/	-3%
CN1[C@@H]2CC[C@H]1CC(O)C2 (stereo partly specified)	/	-3%
NCC[C@H](NC(=O)[C@@H](N)CCCN=C(N)N[N+](=O)[O-])C(N)=O	/	-4%
OC12C3C4CC5C6C4C1C6C(C53)N2CCc1cccc(F)c1 (stereo unspecified)	/	-8%
O=C(O)c1ccc(-c2ccc3cc(C45CC6CC(CC(C6)C4)C5)c(O)cc3c2)cc1	/	?
COCC(=O)N1CCC2(CCCN(Cc3ccncc3)C2)CC1	/	-3%
O=[N+]([O-])c1cc(I)c(O)c(I)c1	/	-6%
CCN1C[C@@]2(OC(=O)c3ccccc3NC(C)=O)CCC(OC)[C@@]34C5CC6C(OC)C[C@@](O)(C(CC23)[C@@H]14)C5(O)C6OC (stereo partly specified)	/	-2%
CC(C)(O)C1O[C@H]2CC[C@@]3(C)[C@@](O)(CC[C@H]4Cc5c([nH]c6ccccc56)[C@@]43C)C2=CC1=O (stereo partly specified)	/	2%&3%&-1%

Complete entries as entered above. Order of screens: Vif-A3G inh	Glioma ERSR ind
Record of C[C@@H]1O[C@H](C[N+](C)(C)C)CS1 = /	-3%
Record of C[C@]12CC[C@H]3[C@@H](CC[C@@]45O[C@@H]4C(=O)C(C#N)C[C@]35C)[C@@H]1CC[C@@H]2O (stereo partly specified) = /	-2%
Record of CC(C)(O)[C@@H]1[C@H]2OC(=O)[C@@H]1[C@]1(O)C[C@H]3O[C@]34C(=O)O[C@H]2[C@@]14C (tested in a mixture with another compound) = /	-1%
Record of COCC(=O)N1CCC2(CCCN(Cc3ccncc3)C2)CC1 = /	-3%
Record of CC(C)(C)[C@]1(O)C[C@@H]2OC(=O)CC23C(=O)O[C@@H]2OC(=O)[C@H](O)C231 (stereo partly specified) = /	0%

Additional entries:
SMILES	Vif-A3G inh	Glioma ERSR ind
CN1CC[C@@]2(c3cccc(O)c3)Cc3nc4ccccc4cc3C[C@H]2C1	/	-6%
CC1CC[C@@]2(NC1)OC1CC3C4CC[C@@H]5CC(O)CC[C@@]5(C)C4CC[C@]3(C)C1C2C (stereo partly specified)	/	-4%
O=C(CN1CCCC2CCCCC21)c1ccc(I)cc1 (stereo unspecified)	0%	-3%
O=C(CN1CCCC1)c1ccccc1	0%	1%
CN(C)P1(=O)N(C)CCN1C	-4%	-1%
COc1cc([C@@H]2c3cc4c(c(O)c3C[C@H]3COC(=O)[C@@H]32)OCO4)cc(OC)c1OC	-42%	-4%
COc1cccc(C(c2nnnn2-c2ccc3c(c2)OCCO3)N2CCC3(CC2)C(=O)NCN3c2ccccc2)c1OC (stereo unspecified)	-18%	-3%
O=C1NCN(c2ccccc2)C12CCN(C(c1ccccc1OC(F)(F)F)c1nnnn1C1CCCC1)CC2 (stereo unspecified)	-4%	-5%
Cc1cccc(C)c1-n1nnnc1C(C1CC1)N1CCC2(CC1)C(=O)NCN2c1ccccc1 (stereo unspecified)	3%	-6%
O=C1NCN(c2ccccc2)C12CCN(C(c1nnnn1C1CCCC1)C1CC1)CC2 (stereo unspecified)	2%	-1%
O=C1NCN(c2ccccc2)C12CCN(C(c1ccccc1OC(F)(F)F)c1nnnn1C1CCCCC1)CC2 (stereo unspecified)	-8%	4%
CO[C@H]1[C@@H](O)[C@@H](C)O[C@H](O[C@H]2[C@H](Oc3cccc4c(O)c5c(=O)oc6ccc(C)c7c(=O)oc(c34)c5c67)O[C@H](C)[C@H](O)[C@@H]2O)[C@@H]1O	5%	-4%

Random excerpt: 2 records from the list.
SMILES	Vif-A3G inh	Glioma ERSR ind
CC1CC[C@@]2(NC1)OC1CC3C4CC[C@@H]5CC(O)CC[C@@]5(C)C4CC[C@]3(C)C1C2C (stereo partly specified)	/	-4%
O=C1NCN(c2ccccc2)C12CCN(C(c1ccccc1OC(F)(F)F)c1nnnn1C1CCCC1)CC2 (stereo unspecified)	-4%	-5%

Continuation.
SMILES	Vif-A3G inh	Glioma ERSR ind
CC(=O)Nc1cccc(-c2ccnc3c2CC(C(=O)NCc2ccco2)O3)c1 (stereo unspecified)	?	-6%
CN(C)c1ccc(N=Nc2ccccc2)cc1	-6%	-6%
O=P1(Oc2ccccc2)CC(O)C(O)C(COCc2ccccc2)O1 (stereo unspecified)	-1%	-5%
Clc1cccc(N2Cc3cc(-c4ccccc4)ccc3-n3nncc3C2)c1	?	-11%
O=C(NCP(=O)(Oc1ccccc1)Oc1ccccc1)OCc1ccccc1	-3%	-2%
Nc1ncnc2c1ncn2[C@@H]1O[C@@H]2COP(O)(=S)O[C@H]2[C@H]1O (stereo partly specified)	3%	-3%
O=Cc1ccccc1	2%	-4%&-2%
COc1cc([N+](=O)[O-])c2ncccc2c1[N+](=O)[O-]	?	-12%
COc1ccc(C(=O)C2CCCN(CCc3ccccc3)C2)cc1OC (stereo unspecified)	0%	-3%
COc1ccc(-c2ccc3c(c2)CN(CC(C)C)Cc2cnnn2-3)cc1	-2%	1%
O=C1NCN(c2ccccc2)C12CCN(C(c1cc3ccccc3o1)c1nnnn1-c1ccc3c(c1)OCCO3)CC2 (stereo unspecified)	-6%	-2%
COc1ccc2c(c1)C1OCCNC1CC2 (stereo unspecified)	1%	-2%

The final 3 compounds of the part before come first, to join the parts:
SMILES	Vif-A3G inh	Glioma ERSR ind
COc1ccc(-c2ccc3c(c2)CN(CC(C)C)Cc2cnnn2-3)cc1	-2%	1%
O=C1NCN(c2ccccc2)C12CCN(C(c1cc3ccccc3o1)c1nnnn1-c1ccc3c(c1)OCCO3)CC2 (stereo unspecified)	-6%	-2%
COc1ccc2c(c1)C1OCCNC1CC2 (stereo unspecified)	1%	-2%
COc1ccc(CN2Cc3cc(N4CCOCC4)ccc3-n3nncc3C2)cc1	-8%	0%
CCn1cc(CN2CCCC(C(=O)c3cccc(C(F)(F)F)c3)C2)cn1 (stereo unspecified)	3%	-4%
C(#CCN1CCCCC1)CN1CCCCC1	0%	-5%
CC(C)(C)n1nnnc1C(CCc1ccccc1)N1CCC2(CC1)C(=O)NCN2c1ccccc1 (stereo unspecified)	-2%	-1%
CC(C)(C)n1nnnc1C(c1cccs1)N1CCC2(CC1)C(=O)NCN2c1ccccc1 (stereo unspecified)	-3%	-2%
COc1ccc(-c2ccc3c(c2)CN(C(=O)CCc2ccccc2)Cc2cnnn2-3)cc1	-22%	-2%
C[C@H]1CCCC=CC2C[C@H](O)C[C@@H]2[C@H](O)C=CC(=O)O1 (stereo partly specified)	-10%	8%
CC(C)(C)n1nnnc1C(c1cc2ccccc2o1)N1CCC2(CC1)C(=O)NCN2c1ccccc1 (stereo unspecified)	-8%	-4%
COc1cc([C@@H]2c3cc4c(cc3[C@H](OC(C)=O)[C@H]3COC(=O)[C@@H]23)OCO4)cc(OC)c1OC	?	-6%
COc1ccc(C(c2nnnn2C2CCCC2)N2CCC3(CC2)C(=O)NCN3c2ccccc2)cc1 (stereo unspecified)	-7%	-4%
Fc1cccc(-c2ccc3c(c2)CN(C(=S)NCCc2ccccc2)Cc2cnnn2-3)c1	-4%	-2%
COc1ccc(CN2Cc3cc(-c4cccc(F)c4)ccc3-n3nncc3C2)cc1	-2%	-2%
C[C@H]1CC[C@@H]2[C@@H](C)[C@H]3C(CC4C5CC=C6CC(O[C@@H]7O[C@H](CO)C(O[C@@H]8O[C@@H](C)[C@H](O)[C@@H](O)[C@H]8O)[C@H](O)[C@H]7O[C@@H]7O[C@@H](C)[C@H](O)[C@@H](O)[C@H]7O)CC[C@]6(C)C5CC[C@@]43C)N2C1 (stereo partly specified)	-8%	-13%
O=C1NCN(c2ccccc2)C12CCN(C(CCc1ccccc1)c1nnnn1-c1ccc3c(c1)OCCO3)CC2 (stereo unspecified)	-2%	0%
CCCCn1nnnc1C(CCc1ccccc1)N1CCC2(CC1)C(=O)NCN2c1ccccc1 (stereo unspecified)	-1%	-3%
CCCCn1nnnc1C(c1ccc(OC)cc1)N1CCC2(CC1)C(=O)NCN2c1ccccc1 (stereo unspecified)	-14%	-1%
Nc1ccc(CC(N)c2csc(Nc3ncccn3)n2)cc1 (stereo unspecified)	-3%	-4%
O=S(=O)(c1cc(Cl)cc(Cl)c1)N1Cc2cc(N3CCOCC3)ccc2-n2nncc2C1	2%	14%
COc1ccc(C(c2nnnn2-c2ccc(OC)cc2)N2CCC3(CC2)C(=O)NCN3c2ccccc2)cc1 (stereo unspecified)	-7%	?
COc1cc([C@@H]2c3cc4c(cc3[C@@H](O)C3COC(=O)C32)OCO4)cc(OC)c1O (stereo partly specified)	-8%	-5%
C=CCCC[C@@H]1OC(=O)CNC(=O)C([C@@H](C)CC)NC(=O)[C@@H]2CCCN2C(=O)C([C@@H](C)CC)OC(=O)[C@H](Cc2ccccc2)N(C)C(=O)[C@H](C(C)C)NC(=O)C1(C)C (stereo partly specified)	-7%	5%
CSCCC(c1nnnn1C(C)(C)C)N1CCC(n2c(=O)[nH]c3ccccc32)CC1 (stereo unspecified)	-5%	-3%
COc1ccc(-n2nnnc2C(c2cccs2)N2CCC(n3c(=O)[nH]c4ccccc43)CC2)cc1 (stereo unspecified)	-2%	-4%
CCCCn1nnnc1C(c1ccccc1)N1CCC2(CC1)C(=O)NCN2c1ccccc1 (stereo unspecified)	-6%	-4%
COc1ccc(-n2nnnc2C(c2ccccc2)N2CCC(n3c(=O)[nH]c4ccccc43)CC2)cc1 (stereo unspecified)	-2%	-3%
O=c1[nH]c2ccccc2n1C1CCN(C(c2cc3ccccc3o2)c2nnnn2Cc2ccccc2)CC1 (stereo unspecified)	?	-13%
COc1cccc(C(c2nnnn2Cc2ccccc2)N2CCC(n3c(=O)[nH]c4ccccc43)CC2)c1OC (stereo unspecified)	-6%	-5%
